KLF5 inhibitor: KLF5 expression inhibitors, primary screen, DLD-1 cells, luminescence | inhibition, % at 5 µM | 0.23% of 290,000 active | AID 1700, 2009 | DLD-1 KLF5 promoter-luciferase reporter;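 active = inhibition above a per-plate limit of that plate's mean compound inhibition plus 3 SD, cut at about 60% in these data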;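 note: 0% = DMSO wells and 100% = LY294002 at 200 µM; higher means less KLF5 promoter-driven luciferase light; inactives centre near -14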
Dyrk1A ADPGlo: rat Dyrk1A kinase inhibitors, primary screen, biochemical, single point, plate reader; Dual specificity tyrosine-phosphorylation-regulated kinase 1A (Rattus norvegicus), Q63470; ADP-Glo luminescence, NFATc1 peptide; inhibition, % at 12.5 µM; 0.43% of 310,000 active; AID 504441, 2011; in the data active = inhibition above about 50%;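 note: plate controls were vehicle with enzyme for no effect and no enzyme for full effect; many of its hits are not listed in these tables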
aSyn 5UTR inh: MLPCN primary screen, SNCA 5' untranslated region | alpha-synuclein 5'UTR reporter, inhibitor activity | inhibition, % (tested at 7.5 µM) | 0.82% of 300,000 active; in the data active = inhibition above about 60%; inconclusive = no clear call, values can overlap the other calls;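 note: H4 neuroglioblastoma cells stably carrying SNCA 5'UTR luciferase fusion; 0% = DMSO wells and 100% = positive control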
GSK3beta inhib: human GSK3beta kinase inhibitors, primary screen, biochemical, cell-free homogeneous, HTS; Glycogen synthase kinase-3 beta (Homo sapiens), P49841; GST-GSK3beta kinase, ADP-Glo luminescence, 60 min; hits give low values; activity score (negative = inhibition), % at 10 µM; 0.038% of 300,000 active;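 active = more than half of replicate wells score below -50%, meaning over 50% inhibition versus plate controls; inconclusive = some replicates but at most half score below -50%; inactive = no replicate scores below -50%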;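 note: 0% = median DMSO wells and -100% = median GW8510 positive control wells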
Target sequence (P49841 whole entry, looked up): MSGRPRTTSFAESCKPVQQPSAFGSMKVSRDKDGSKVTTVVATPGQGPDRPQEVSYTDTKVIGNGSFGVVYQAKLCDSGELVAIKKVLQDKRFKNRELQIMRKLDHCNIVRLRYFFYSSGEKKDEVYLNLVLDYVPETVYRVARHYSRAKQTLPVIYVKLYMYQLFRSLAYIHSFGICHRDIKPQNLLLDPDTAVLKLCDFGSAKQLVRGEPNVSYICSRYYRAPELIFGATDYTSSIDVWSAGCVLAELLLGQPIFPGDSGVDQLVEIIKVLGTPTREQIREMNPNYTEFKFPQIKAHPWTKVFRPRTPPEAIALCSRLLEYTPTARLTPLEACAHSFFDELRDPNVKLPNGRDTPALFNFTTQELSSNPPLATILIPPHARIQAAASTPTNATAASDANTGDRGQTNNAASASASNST
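Test system: GST-fused GSK3beta enzyme, cell-free | Quantity: 1.6 ng GST-GSK3beta enzyme per well | Reagent: 25 µM ATP with peptide substrate | Schedule: 60 min enzyme reaction, room temperature | Signal: Luminescent ADP-Glo measurement of ADP formed | Read-out basis: Score relative to plate controls | Control set: DMSO and 20 µM GW8510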
HSF1 inhib: HSF1 inhibitors in luciferase reporter cells, primary screen, cell-based, NIH3T3, luminescence. activity change, negative = inhibition, % at 7.5 µM (by protocol). NIH3T3-HGL HSE-luciferase, MG132-induced, luminescence 8 h; hits give low values. AID 2098, 2009. 0.77% of 300,000 active;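 active = more than half of replicate wells show activity change below -50%, luminescence cut by over half; inconclusive = some wells, but at most half, below -50%; inactive = no replicate well below -50%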;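 note: luciferase reports HSF-1 transcriptional activity via heat shock element; 0% = median of DMSO wells and -100% = zero luminescence signal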
IEC-6 tox: cytotoxicity in IEC-6 intestinal epithelial cells, primary screen, cytotoxicity control for KLF5 inhibitor project, cell-based, luminescence; IEC-6 cytotoxicity, luminescence viability; inhibition, % at 5 µM; 0.78% of 290,000 active; AID 1825, 2009; in the data active = inhibition above about 22%;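 note: 0% = plate median of test compound wells and 100% = cytotoxic reference compound wells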
Platelet DG rel: inhibitors of platelet dense granule secretion, primary screen, cell-based, MLPCN, human platelets | 0.22% of 300,000 active | inhibition, %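 (compounds screened at 7.5 µM in platelet-rich plasma)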 | human platelet-rich plasma, SFLLRN dense granule ATP release, luminescence;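 active = mean replicate score, as percent of positive control, at or above 50; inconclusive = mean below 50 but at least one replicate at or above 50; inactive = mean and every replicate below 50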
GSK3 alpha inh: blockers of GSK3A enzyme activity – biochemical, luminescence, cell-free homogeneous, HTS, primary screen | 0.1% of 320,000 active | inhibition, % at 10 µM | AID 2650, 2010 | GSK-3 alpha kinase, ADP-Glo luminescence, 60 min;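 in the data active = inhibition above about 50%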;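 note: GST-tagged GSK-3 alpha with peptide substrate and 25 µM ATP; 0% = DMSO neutral wells and 100% = GW8510 positive control wells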
Target sequence (P49840 whole entry, looked up): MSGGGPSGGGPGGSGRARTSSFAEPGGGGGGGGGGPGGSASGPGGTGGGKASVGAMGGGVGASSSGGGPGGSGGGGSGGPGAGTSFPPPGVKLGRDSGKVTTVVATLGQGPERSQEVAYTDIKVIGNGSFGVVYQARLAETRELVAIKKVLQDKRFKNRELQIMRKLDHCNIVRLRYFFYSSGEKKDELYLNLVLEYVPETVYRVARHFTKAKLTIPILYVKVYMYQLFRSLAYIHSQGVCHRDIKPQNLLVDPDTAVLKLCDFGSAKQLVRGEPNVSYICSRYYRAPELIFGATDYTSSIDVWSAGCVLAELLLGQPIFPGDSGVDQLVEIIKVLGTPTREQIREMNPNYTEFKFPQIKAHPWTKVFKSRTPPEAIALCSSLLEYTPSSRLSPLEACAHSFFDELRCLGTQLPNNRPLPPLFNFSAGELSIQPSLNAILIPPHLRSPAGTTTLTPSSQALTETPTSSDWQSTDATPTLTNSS
HSP90 refold inh: HSP90 inhibitors, primary screen, cell lysate, luminescence | Rabbit reticulocyte lysate, luciferase refolding luminescence, 3 h | inhibition, % at 5.6 µM | AID 1789, 2009 | Heat shock protein HSP 90 (rabbit reticulocyte lysate; luciferase refolding) | 0.91% of 290,000 active;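 active = inhibition above the screen-wide mean plus 3 SD, computed separately per campaign, cut at about 16% in these data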;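 note: 0% = DMSO wells and 100% = 60 µM geldanamycin wells; inhibitors lower the luminescence because luciferase stays unfolded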
HSF-1 act: HSF-1 activators, primary screen, NIH3T3-HGL cells, MG132 stress, luminescence, single point. NIH3T3-HGL HSF-1 luciferase reporter, 8 h; 100% = twice DMSO control signal. activation, % at 9 µM. 1.7% of 300,000 active;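 active = mean replicate activation of at least 50% with a set share of replicates each reaching 50%; inconclusive = only one of those two conditions met; inactive = mean below 50% and too few replicates reaching it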;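 note: 0% = median of the neutral control wells and 100% = twice that signal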
Numbers without * were called inactive; ? = inconclusive; . = not tested or not shown.

SMILES	KLF5 inhibitor	Dyrk1A ADPGlo	aSyn 5UTR inh	GSK3beta inhib	HSF1 inhib	IEC-6 tox	Platelet DG rel	GSK3 alpha inh	HSP90 refold inh	HSF-1 act
CC1(C)Cc2nc3oc4c(SCC(N)=O)ncnc4c3cc2CO1	17	.	-26	0	2	1	6	11	4	12
Cn1nnnc1SCc1ccc(C(=O)Nc2ccccc2F)cc1	-52	-7	-86	-1	12	-2	26	3	1	11
COc1cc(OC)cc(C(=O)Nc2c(C)nn(-c3ccccc3)c2C)c1	-1	11	-29	0	-7	0	2	-1	1	-16
O=C(Nc1ccc(S(=O)(=O)N2CCOCC2)cc1)c1ccc([N+](=O)[O-])o1	99*	0	-120	0	105	67*	-1	0	13	123*
CCOCCCNC(C(=O)Nc1ccc(OC)c(Cl)c1)c1ccccc1 (centres undefined)	-4	-7	0	2	13	-5	2	-3	-3	9
COc1ccc(C2=NS(=O)(=O)N(C)C(C(=O)NCc3ccc4c(c3)OCO4)=C2)cc1OC	-3	1	10	-2	-5	1	-3	0	-2	7
CCCn1c(NC(=O)c2ccc(F)cc2)nc2ccccc21	2	0	-2	3	3	4	6	1	1	16
Cn1ccnc1SCC(=O)c1ccc(F)cc1	.	.	-55	-2	10	.	-8	-1	.	17
O=C(NCc1cccc(Cl)c1)c1ccc2ccccc2n1	-16	27	-8	-2	1	3	9	-1	-4	-7
CCS(=O)(=O)N1CCCC(C(=O)NC2CCC(C)CC2)C1 (centres undefined)	-26	3	-33	0	6	5	-3	-2	0	0
O=S(=O)(c1cc(Cl)ccc1Cl)N1CCN(c2ccccn2)CC1	9	-1	6	0	9	-2	11	2	1	28
CCCC(=O)Nc1nc2ccc(NC(=O)c3ccccc3F)cc2s1	36	-1	37	0	10	75*	9	-1	-3	4
CC(C)C[C@@H]1NC(=O)[C@H](C(C)C)NC(=O)c2cc([N+](=O)[O-])cc(I)c2OCC[C@@H](C(N)=O)NC1=O	-31	.	.	.	.	-7	.	2	1	.
CC1CCCCN1C(=O)CCS(=O)(=O)c1cccc2nonc12 (centres undefined)	-39	-2	4	-1	2	1	4	-2	0	-14
CCC1(C(=O)OC)NC(c2cccc(F)c2)C2C(=O)N(C)C(=O)C21 (centres undefined)	8	-3	21	-5	-8	-1	1	0	2	-6
Cc1cccc(C)c1NC(=O)C(c1ccccc1)N1CCC2(CC1)OCCO2 (centres undefined)	-23	1	-15	12	2	4	-5	0	0	17
O=C(/C=C/c1ccc2c(c1)OCO2)Nc1cc(S(=O)(=O)N2CCOCC2)ccc1N1CCOCC1	-9	1	26	-1	-2	1	-6	-2	-3	-4
CCc1ccc(-c2nc(CS(=O)CC(=O)NCCN3CCCCCC3)c(C)o2)cc1 (centres undefined)	6	5	-11	-4	7	-6	-3	1	10	19
CC1=C(C)CC(C(=O)Nc2cccc(Cl)c2)C(C(=O)O)C1 (centres undefined)	-5	0	8	-1	7	-6	2	-3	3	-20
OCCc1ccc(-c2ccc(Cl)cc2)o1	-71	18	-65	1	9	0	-2	-1	-1	27
CCCCNC(=O)Nc1ccccc1C(=O)Nc1ccc(OC)cc1	-48	-3	6	3	-3	-6	5	-2	-6	-5
CCCc1nc(SCc2ccccc2Cl)n[nH]1	-61	1	13	2	-3	15	-3	0	9	14
Cc1ccc(C(=O)N2CCN(c3ccc([N+](=O)[O-])c(NCc4ccco4)c3)CC2)cc1	2	5	41	4	4	5	?	0	4	-12
COC(=O)COc1ccc2c(c1)O/C(=C\c1cccc([N+](=O)[O-])c1)C2=O	-37	4	-39	5	-5	-4	5	0	0	0
CCCCOc1ccc(C(=O)OC(C)CN(C)C)cc1 (centres undefined)	-16	-5	12	3	1	-8	-3	6	-2	6
O=S(=O)(Nc1ccc(N2CCOCC2)cc1)c1cc(Cl)ccc1Cl	-34	0	-9	2	-7	-4	-2	-3	-4	-2
NS(=O)(=O)c1ccc(CCNC(=O)CSc2nc3ccsc3c(=O)n2CCCCCC(=O)O)cc1	-24	0	-8	2	1	4	-6	-2	2	-10
COc1ccc(NC(=O)c2ccc3c(c2)S(=O)(=O)c2ccccc2C3=O)cc1	.	-3	13	0	-5	.	1	-1	.	-10
COc1cccc2c(=O)cc(C)n(CC(=O)Nc3ccc(C)c(C)c3)c12	-13	-1	-15	2	-7	3	-12	4	-1	-4
Cc1ccc(-c2nc(CS(=O)CC(=O)NCCN3CCCC3)c(C)o2)cc1 (centres undefined)	2	-5	-16	0	-9	0	11	-1	-3	-29
O=S(=O)(Cc1cc(Cl)nc(-c2ccccc2)n1)c1ccccc1	-6	-7	-2	6	9	-8	-18	-4	2	3
CC(CCc1ccccc1)NC(=O)CNC(=O)c1cccs1 (centres undefined)	-23	-4	-11	0	0	5	-8	-2	-1	-4
Cc1nonc1CN(C)C(=O)CC1C(=O)NCCN1Cc1ccccc1C(F)(F)F (centres undefined)	-19	3	-1	3	-2	5	1	0	1	-4
O=C(O)C1C2C=CC(C2)C1C(=O)NCCC1=CCCCC1 (centres undefined)	-56	-5	16	-2	-4	-2	5	-2	-1	2
Cc1ccc2c(=O)cc(C(=O)NCc3ccccc3)oc2c1C	-66	-2	10	0	1	1	7	-1	-5	2
Cc1oc(-c2ccc3c(c2)OCCO3)cc1C(=O)O	-109	42	-135	0	-72*	2	22	3	96*	-73
O=C(NC1CC1)C1CCCN(C(=O)NC2CCCCC2)C1 (centres undefined)	4	0	-3	2	2	0	3	0	0	5
Cn1c(=O)c2c(ncn2CC(=O)NCc2cccnc2)n(C)c1=O	-2	11	-5	1	-7	8	2	-3	-3	2
O=C(Nc1cccc(F)c1)C1CCCN(c2cnccn2)C1 (centres undefined)	-11	6	-2	-1	-1	6	-3	.	1	-15
Cc1ccc(OCC(=O)N(C)Cc2ccccc2)c([N+](=O)[O-])n1	-7	-1	14	-4	1	-2	2	2	3	-2
CC(Oc1ccc(Cl)cc1)c1ccn[nH]1 (centres undefined)	-2	2	19	2	-1	7	-2	-2	-3	-7
Cc1ccccc1OCCCCn1cnc2ccccc21	-16	5	-83	0	.	4	-5	-3	0	.
O=c1c(Cc2ccc(Cl)cc2)c(O)ccn1Cc1ccccc1	13	1	-1	2	4	5	-8	2	1	-11
CC(=O)COc1ccc2oc(=O)cc(-c3cc4ccccc4o3)c2c1	-13	12	17	0	-4	0	2	-5	-1	6
CN(CCOc1ccccc1)C(=O)c1ccc(OC2CCN(C(=O)C3CC3)CC2)cc1	3	2	-4	3	-4	4	-1	-3	5	-14
CC(=O)c1ccc(N2CCC(c3cc(-c4ccc(Cl)cc4Cl)n[nH]3)CC2)c([N+](=O)[O-])c1	-15	-4	36	3	-6	-5	0	-2	-4	7
Cc1ccc(-c2csc3ncnc(N4CCN(c5ccccc5O)CC4)c23)cc1	-6	8	5	1	-6	6	-2	2	3	-9
COc1ccccc1NC(=O)c1ccc(Cl)c(S(=O)(=O)N2CCOCC2)c1	-3	13	20	1	3	1	-2	-1	-5	1
N#Cc1c(Nc2ccc(F)cc2)sc(C(=O)c2ccccc2)c1N	-7	5	23	-1	-19	3	4	2	-1	-18
CCCOc1ccc(-c2c(C(=O)N/N=C/c3ccc(C)cc3)nnn2-c2nonc2N)cc1	19	.	6	4	4	9	0	-2	5	18
COC(=O)c1nc2nc(C)cc(=O)n2[nH]1	-45	10	5	4	3	6	13	0	2	0
CCOC(=O)/C(C#N)=C/c1ccc(OCC(=O)Nc2ccc(OC)cc2)c(OC)c1	14	-1	-8	3	3	-6	7	1	1	0
Cc1cc(NC(=O)CN2C(=O)NC3(CCCCC3C)C2=O)no1 (centres undefined)	-13	-3	-12	-1	2	0	-4	0	1	-4
CC(=O)/C(=N/Nc1ccccc1)Sc1nnc(C(O)c2ccccc2)n1-c1ccccc1 (centres undefined)	9	-7	4	-1	-3	-6	0	-2	-3	10
Cn1nc(C(=O)NC2CCCCCC2)ccc1=O	-24	-12	10	2	-5	-2	5	1	1	-2
NC(N)=N/N=C/c1ccc(OCc2ccccc2)cc1	-18	.	-70	-1	7	5	11	5	-2	4
CCOC(=O)c1c(NC(=O)CN2C(=O)NC3(CCCCC3C)C2=O)sc(C)c1CC (centres undefined)	.	4	2	1	12	.	-5	-3	.	1
Cn1c(SCc2ccccc2F)nnc1-c1ccccn1	-102	-1	-123	-1	22	-5	8	-1	-5	45
C[C@H](NC(=O)c1ccccc1Cl)C(=O)Nc1ccccc1F	-26	3	3	-1	-7	-6	-2	-1	-4	0
COc1cc(C(=O)NCc2ccc(F)cc2)cc(Cl)c1OC	-18	-1	-5	3	-1	4	-1	0	0	4

(listing goes on)
SMILES	KLF5 inhibitor	Dyrk1A ADPGlo	aSyn 5UTR inh	GSK3beta inhib	HSF1 inhib	IEC-6 tox	Platelet DG rel	GSK3 alpha inh	HSP90 refold inh	HSF-1 act
CCS(=O)(=O)n1nc(-c2ccc(OC)cc2)nc1N	-31	6	-13	3	0	3	-5	-1	-2	6
CCOC(=O)/C=C1\SCC(=O)N1CC(=O)Nc1cccc(F)c1	-14	-3	9	0	0	4	-1	0	-2	16
CCC(Sc1n[nH]c(=O)[nH]c1=O)C(=O)OCc1ccccc1 (centres undefined)	-14	-6	8	0	0	4	3	.	4	-3
Cc1cc(CSc2ccccc2)ccc1NC(=O)c1cccc([N+](=O)[O-])c1	5	2	6	1	-5	1	1	-2	0	-1
COc1ccccc1N1C(=O)c2ccccc2NC1c1ccc(O)cc1 (centres undefined)	-9	-4	-33	0	-1	-8	6	1	1	5
CC(NS(=O)(=O)c1ccc(Br)cc1)C(=O)NCc1ccc2c(c1)OCO2 (centres undefined)	7	1	4	0	1	0	-1	-2	4	21
Cc1ccccc1C(=O)O/N=C(\N)c1ccncc1	-23	2	-60	-1	9	2	28	0	-1	24
COc1ccccc1CNS(=O)(=O)c1cc(CN2C(=O)c3cccnc3C2=O)ccc1OC	-14	.	-11	3	-7	6	2	-1	-1	-5

Only HSP90 refold inh, aSyn 5UTR inh and Dyrk1A ADPGlo, for some of the entries so far:
canonical_smiles | HSP90 refold inh | aSyn 5UTR inh | Dyrk1A ADPGlo
Cc1ccccc1C(=O)O/N=C(\N)c1ccncc1 | -1 | -60 | 2
COc1ccccc1CNS(=O)(=O)c1cc(CN2C(=O)c3cccnc3C2=O)ccc1OC | -1 | -11 | .

Screens: PubChem, several laboratories

This is a subset (hit frequency here may not be typical).
